High-throughput results as filed in PubChem BioAssay.
AmpC det inh = Promiscuous and Specific Inhibitors of AmpC Beta-Lactamase (assay with detergent); P00811; Potency, µM (doses to about 28.7 µM), without a hit: top-dose activity change, negative = inhibition; purified AmpC, nitrocefin hydrolysis with detergent; actives 0.09% (n = 71,000); active = well fitted curve in the direction sought with a large enough effect
Target sequence (P00811 whole entry, looked up): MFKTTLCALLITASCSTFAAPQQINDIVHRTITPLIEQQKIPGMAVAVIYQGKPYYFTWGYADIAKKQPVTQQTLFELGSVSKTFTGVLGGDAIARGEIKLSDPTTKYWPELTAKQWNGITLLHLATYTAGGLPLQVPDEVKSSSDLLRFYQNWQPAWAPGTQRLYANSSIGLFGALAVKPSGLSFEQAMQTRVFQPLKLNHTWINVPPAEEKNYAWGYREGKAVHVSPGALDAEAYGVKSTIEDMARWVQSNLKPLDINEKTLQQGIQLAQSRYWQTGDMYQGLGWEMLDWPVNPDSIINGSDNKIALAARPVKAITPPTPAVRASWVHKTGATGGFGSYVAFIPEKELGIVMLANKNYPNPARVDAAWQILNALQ
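E. coli AmpC (5.3 nM) in 20 mM phosphate pH 7.0 with 0.01% Triton X-100, preincubated 15 min RT with compound; nitrocefin (2 uL of 800 uM stock) hydrolysis followed by 480 nm absorbance every 20 s over 4 min.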
The depositor's hits bear a star; [ ] = dose if it differs, or a comment. % is set by controls: 0 for no effect and ±100 for the full control effect; potency is the fitted concentration of half-maximal effect. Not all compounds are listed; count on the stated rates, not on these rows.

Structure	AmpC det inh
CN(CCCNC(=O)Cn1cc2c(n1)CCCC2)C1CCCCC1	6.3%
CCC(C)(C)n1nnnc1CN1CCSCC1	-2.2%
Cc1cc(Nc2ccc(C)c(F)c2)n2ncnc2n1	-1.9%
CC(C)N(Cc1ccccc1)S(=O)(=O)N(C)C	-2.0%
CCSc1ncc(Cl)c(C(=O)Nc2ccc(S(=O)(=O)Nc3onc(C)c3C)cc2)n1	-3.7%
O=C(C1CCN(S(=O)(=O)N2CCOCC2)CC1)N1CCC2(CC1)OCCO2	-2.5%
CN1C(=O)COc2c(C(=O)N[C@@H]3CN4CCC3CC4)cc(Cl)cc21	-3.7%
O=C(Oc1cc(=O)oc2ccccc12)c1ccco1	-0.5%
COC(=O)NCCOc1cc(C)ccc1C	-1.3%
Cc1cccc(-c2nnc(-c3ccc(N)cc3)o2)c1	-3.4%
O=C(O)[C@H]1CCCC[C@@H]1C(=O)Nc1nc2ccccc2[nH]1	-3.3%[5.75 µM]
N#Cc1cnn(-c2ccccc2)c1N	-5.4%

Later entries:
Structure	AmpC det inh
COCCN(C(=O)COc1ccccc1)c1nnc(-c2cccnc2)s1	10.7%
Cn1cccc1C(=O)N1CCC2(CCCN(C(c3ccccc3)c3ccccc3)C2)CC1	0.7%
O=S(=O)(c1cccc(S(=O)(=O)N2CCC(Cc3ccccc3)CC2)c1)N1CCOCC1	7.5%
Cc1cccc(OCCCC(=O)Nc2nccs2)c1	-0.7%
CS(=O)(=O)Nc1ccc(C(=O)N2CCCCC2)cc1	-2.1%
O=C1CCc2cc(S(=O)(=O)NC(Cc3ccccc3)C(=O)NCC3CCCO3)ccc2N1 (stereo not given)	13.3%
O=C(C1CCN(S(=O)(=O)c2cccc3cccnc23)CC1)N1CCN(c2ccc(Cl)cc2)CC1	32.1%
CCN1CCN(C(c2cccs2)C(C)NC(=O)C(C)C)CC1 (stereo not given)	14.1%
Cc1ccccc1C(=O)Nc1cccc(N)c1	0.1%
CCCCn1c(O)c(C(CC)=NCCc2ccccc2)c(=O)[nH]c1=O	-0.5%
Cc1cc(C(=O)N2CCCc3ccccc32)no1	-2.0%
Cc1cc(/C=N/n2cnnc2)c(C)n1-c1cccc(Cl)c1	-3.0%

Going on with the list:
Structure	AmpC det inh
CC1(C)CC(=O)CC(=NCC(=O)O)C1	6.0%
O=C(Nc1cccc(F)c1)N1CC2(CCN(C(=O)c3cnccn3)CC2)C1	-0.6%
CC(NC(=O)c1cccc(C(F)(F)F)c1)C1CCCO1 (stereo not given)	-5.2%
COc1ccc(Cn2nnnc2C(c2ccc(N(C)C)cc2)N2CCC(C)CC2)cc1 (stereo not given)	7.3%
CC(C)c1cc(=O)oc2c3c4c(cc12)CCCN4CCC3	5.4%
COc1ccccc1N1CCN(C(=O)CSc2ncccc2-c2nc3ccccc3[nH]2)CC1	13.5%
O=C(O)c1[nH]c2ccccc2c1CC(=O)N1CCOCC1	-3.1%
CCCCn1c(SCC(=O)Nc2cc(C)on2)nc2ccccc2c1=O	-4.4%
CC(C)NC(=O)CN1CCN(c2ncccn2)CC1	13.2%
COc1ccc(N2C(=O)CC(NC34CC5CC(CC(C5)C3)C4)C2=O)c(OC)c1 (stereo not given)	-0.8%
N#Cc1ccccc1OCC(=O)Nc1c(C(=O)C2CC2)oc2ccccc12	5.0%
O=c1cnc2cnc(N3CCNCC3)nc2n1Cc1ccc(F)cc1	0.9%

(list continues)
Structure	AmpC det inh
OCCOCCn1c(-c2ccccc2)nc(=S)c2c1CCCC2	10.6%
C=CCn1c(-c2ccc(OC)c(OC)c2)cs/c1=N\c1ccccn1	-2.8%
CSc1n[nH]c(NCc2cccs2)n1	-0.2%
NC(=O)CCn1nc(-c2ccc(Cl)cc2)c2ccccc2c1=O	-2.9%
CCCCc1cc2c(c(NC(C)=O)n1)c(=O)oc1ccccc12	1.8%
CC(=O)c1ccc(N2CCN(C(=O)c3ccco3)CC2)c(F)c1	-4.8%
CC(=O)OCC(OC(C)=O)C(OC(C)=O)C(OC(C)=O)C(=O)Nc1ccccc1C (stereo not given)	-4.9%
O=C(CCCCC(=O)Nc1c(I)cc(I)c(C(=O)O)c1I)Nc1c(I)cc(I)c(C(=O)O)c1I	-5.3%[12.8 µM]
O=C(CSc1nnc(Cc2ccccc2)n1C1CCCCC1)N1CCOCC1	5.1%
Cc1cc2cc(CN(Cc3ccc4c(c3)OCO4)Cc3nnnn3C3CCCC3)c(=O)[nH]c2cc1C	7.6%
COc1ccc(-n2c(Cc3cccn3C)nnc2SCC(=O)Nc2cc(C)cc(C)c2)cc1	7.9%
COCC(=O)Nc1ccc(Nc2ccccc2)cc1	-1.0%

Continuation.
Structure	AmpC det inh
CCN(CC)CC(C)(C)NS(=O)(=O)c1ccc(Cl)cc1	7.6%
Cc1nnc(SC(C)C(=O)NCC2CCCO2)n1-c1ccccc1 (stereo not given)	-2.8%
Cc1ccc(-c2n[nH]c(=O)c3ccccc23)cc1N	1.1%
Cc1cc(C)n(-c2ccc(C(=O)Nc3sccc3C(N)=O)cc2)n1	-3.4%
CC(Sc1nncn1C)C(=O)Nc1nnc(C(C)C)s1 (stereo not given)	11.9%
O=c1oc2ccccc2c(O)c1/C=N/c1ncccn1	2.2%
Cc1nc2cnc(Oc3ccccc3)nc2n(C2CC2)c1=O	0.2%
CCC1(CCSC(=N)N)C(=O)NC(=O)NC1=O	-3.0%[5.75 µM]
CN(c1ccccc1)c1nc2ccsc2c(=O)s1	1.5%
CCn1ccc(C(=O)Nc2ccc(S(=O)(=O)Nc3ccccc3OC)cc2)n1	11.7%
O=c1c(-c2ccc(F)cc2)nc2cncnc2n1C1CC1	0.3%
Cc1ccccc1CSc1nnc(C)c(=O)[nH]1	12.4%

Pulled by structure from the entries so far (2):
Structure	AmpC det inh
Cc1ccc(-c2n[nH]c(=O)c3ccccc23)cc1N	1.1%
CC(Sc1nncn1C)C(=O)Nc1nnc(C(C)C)s1 (stereo not given)	11.9%

Next part
Structure	AmpC det inh
COCCNC(=O)c1ccccc1-c1nc(-c2ccccc2Cl)no1	-3.5%
CN(C(=O)C1CCOC1)c1nnc(-c2cccnc2)s1 (stereo not given)	-5.3%
C[C@H](O)Cn1cnc2c1c(=O)n(C)c(=O)n2C	0.4%[12.8 µM]
O=C(NCc1ccccc1)c1cc(=O)nc2sc(-c3ccccc3)nn12	-0.3%
O=c1cc(N2CCc3ccccc3C2)[nH]c(=O)n1-c1ccc(Br)cc1	-4.2%
OCC1(c2cc(C(F)(F)F)n[nH]2)CCCCC1	-2.6%
Nn1c(SCC(=O)Nc2ccccc2)nnc1-c1cccnc1	17.2%
CCCN1CCN(C(c2cc3cc4c(cc3[nH]c2=O)OCO4)c2nnnn2C(C)(C)C)CC1 (stereo not given)	0.1%
O=C(C1CCCN(c2nnc(-n3cccc3)s2)C1)N1CCN(c2ccccc2)CC1 (stereo not given)	6.9%
c1ccc(-c2cccc(-c3ccccn3)n2)nc1	-2.6%
O=C(Nc1ccc(F)cc1)C1CCC(N2C(=O)c3ccccc3C2=O)CC1 (stereo not given)	8.0%
CCOC(=O)C1=C(C)SC2=NS(=O)(=O)CCN21	22.9%

Later entries
Structure	AmpC det inh
CN1CCCC2(CCN(C(=O)c3cccn3C)CC2)C1	-1.6%
CN1CCN(P(=O)(c2ccccc2)c2nc3ccccc3s2)CC1 (stereo not given)	-1.8%
O=C(NCCn1cc(SCC(=O)N2CCOCC2)c2ccccc21)c1ccccc1	13.7%
COCCNc1cc(-c2ccccc2CN(C)C)ncn1	7.8%
NCCC[C@@H](CC(=O)N[C@@H]1CCNC[C@H]1C(=O)N[C@H](CC(=O)N[C@@H](CCC(=O)O)CC(=O)O)Cc1c[nH]c2ccccc12)NC(=O)C[C@H](Cc1ccccc1)NC(=O)[C@@H]1CCCC[C@H]1N	-4.9%
CCN(CC)c1ccc2c(c1)C(=O)N(C)C2=O	0.6%
O=C(NCCc1ccc(Cl)cc1)c1nnc(Cc2ccc(Cl)cc2)o1	7.3%
Cc1nnsc1-c1nc2ccccc2[nH]1	-2.6%
O=C(CCN1C(=O)C2CC=C(Cl)CC2C1=O)N1CCCCC1 (stereo not given)	-7.5%
Cc1c(C)n(C(=O)CN2CCC(C(N)=O)CC2)c2ccccc12	-0.6%
O=C(CSc1nnc2ccccn12)NCCN1C(=O)CSC1=O	-3.0%
CCOc1ccc(OCc2ccc(C(=O)NCc3ccncc3)o2)cc1	-1.5%

More entries follow:
Structure	AmpC det inh
O=C1c2ccccc2NC(c2ccc3c(c2)OCCO3)N1c1ccc2c(c1)OCCO2 (stereo not given)	1.3%
CCCOc1cccc(OCCSc2nc(C)cc(=O)[nH]2)c1	-0.1%
CC(C)NCC(O)COCc1ccc(Cl)cc1 (stereo not given)	-2.8%
Cc1ccc(-n2c(O)c(C=NC3CCCC3)c(=O)[nH]c2=O)c(C)c1	11.8%
CCN1CCN(C(c2ccccc2F)c2nnnn2Cc2ccc3c(c2)OCO3)CC1 (stereo not given)	-3.3%
COc1ccc(CC(=O)N2CC3(C)CC2CC(C)(C)C3)cc1OC (stereo not given)	21.5%
Cc1ccc(N2CC(C(=O)Nc3ccc4c(c3)OCCO4)CC2=O)cc1 (stereo not given)	-7.4%
COc1ccc(CCNc2oc(COc3ccc(Br)cc3)nc2C#N)cc1OC	11.2%
Cc1cccc(NC(=O)COc2ccccc2C)n1	-5.5%
CCCn1c(=O)c(C(=O)Nc2ccccc2C(=O)OC)c(O)c2ccccc21	11.6%
O=C(C1CCC(=O)N1Cc1ccccc1Cl)N1CCN(c2ccc(F)cc2)CC1 (stereo not given)	-0.5%
Cc1cc(C)c(C#N)c(SCC(=O)Nc2nnc(-c3ccccc3)s2)n1	-1.2%

Continued.
Structure	AmpC det inh
COc1ccc(C(=O)/C=C(\N)C(F)(F)F)c(O)c1	0.0%
CN(C)CCSCCO	-3.7%[5.75 µM]
Cc1csc(NC(=O)C(NS(=O)(=O)c2ccc(Br)s2)c2ccccc2)n1 (stereo not given)	-3.5%
COc1cc2nc(C3CCC3)n(NC(=O)C3CCCC(OC)C3)c(=O)c2cc1OC (stereo not given)	0.6%
COc1ccc(C)cc1S(=O)(=O)N1CCCC(C(=O)NCC2CCCO2)C1 (stereo not given)	-0.7%
Cc1c(C(=O)N2CCN(c3ncccn3)CC2)sc2nc3n(c(=O)c12)CCCC3	-1.0%
COCCn1c(C)cc(C(=O)CSc2nc(C)nc3sc4c(c23)CCC4)c1C	-5.3%
c1ccc(Cn2c(Sc3nnnn3-c3ccccc3)nnc2-c2ccccc2)cc1	-2.1%
O=S(=O)(NCC(c1cccnc1)N1CCN(c2ccc(F)cc2)CC1)c1ccc(F)cc1 (stereo not given)	11.1%
O=C(Cn1nc(Cl)nc1Cl)Nc1ccccc1	7.8%
Cn1c(COc2ccc3ccccc3c2)nnc1SCC(=O)O	9.5%
CCN(CC)CCOC(=O)C1(C2CCCCC2)CCCCC1	1.3%[12.8 µM]

Structures above that contain a cyano group, in the order listed:
Structure	AmpC det inh
N#Cc1cnn(-c2ccccc2)c1N	-5.4%
N#Cc1ccccc1OCC(=O)Nc1c(C(=O)C2CC2)oc2ccccc12	5.0%
COc1ccc(CCNc2oc(COc3ccc(Br)cc3)nc2C#N)cc1OC	11.2%
Cc1cc(C)c(C#N)c(SCC(=O)Nc2nnc(-c3ccccc3)s2)n1	-1.2%

The list continues:
Structure	AmpC det inh
CCN(CCC(=O)Nc1cc(OC)cc(OC)c1)Cc1ccccc1	2.7%
CCCn1c(SCC(=O)Nc2ccccc2C(=O)OCC)nc2c1c(=O)n(C)c(=O)n2C	2.1%
Cc1cc(C)n(C(=O)c2cccc(S(=O)(=O)N3CCCC3)c2)n1	-3.5%
O=C(CCS(=O)CCC(=O)NCc1ccccc1)NCc1ccccc1	-3.2%
O=c1oc2ccccc2n1Cc1ccccc1Cl	14.3%
CCC1CO1 (stereo not given)	7.3%
CCCc1cc(=O)[nH]c(SCC(=O)N2CCC(C(=O)OCC)CC2)n1	-2.3%
O=C(CSc1nnc(-c2ccco2)n1Cc1ccccc1)NC(=O)NCc1ccccc1	-2.2%
CC(C)c1ccc(OCC(O)Cn2cnc3ccccc32)cc1 (stereo not given)	-3.4%
Nc1nc(CN2CCN(Cc3ccccc3)CC2)nc(Nc2ccc3c(c2)OCCO3)n1	-0.2%
COCCn1c(=O)c(CCc2ccccc2)nc2cnc(Oc3cccc(Cl)c3)nc21	0.6%
O=C1CC(c2ccccc2)n2nc(NC(=O)c3cccs3)nc2N1 (stereo not given)	11.5%

Next records:
Structure	AmpC det inh
COCCn1c(C)cc(C(=O)COC(=O)c2c(C)nn(Cc3ccccc3)c2C)c1C	4.6%
CCCCCOC(=O)NCC(O)c1ccccc1 (stereo not given)	11.8%
COc1ccc(-n2c(=O)c(C)nc3cnc(Nc4cccc(OC)c4)nc32)cc1	-0.3%
COc1ccc(C(C)=O)cc1COC(=O)c1ccc(OCc2c(C)noc2C)cc1	-2.1%
Cc1cc(C)n(CC(O)COCc2ccco2)n1 (stereo not given)	4.4%
COC(=O)Nc1sc(C)nc1-c1ccccc1	6.6%
Cn1c(C(=O)O)c(CC(=O)NCc2cccnc2)c2ccccc21	-1.4%
C[C@@H](C(=O)Nc1ccc2ccccc2c1)[C@@H]1C[C@@]1(C)[C@@H](NC(=O)c1cnccn1)c1ccccc1	-1.6%
CN(C)C(C(=O)NC1CCCCC1)c1ccc(Cl)cc1 (stereo not given)	-4.3%
O=c1cnn(-c2ccccc2)c(-c2ccccc2)c1	-1.7%
COC(=O)c1cn(NC(=O)c2cnccn2)c(=O)c2ccccc12	2.6%
